# HADH2 inhib: blocks human hydroxyacyl-CoA dehydrogenase type II; Q99714; recombinant HADH2, NADH fluorescence, beta-hydroxybutyryl-CoA; Potency, µM (series often up to 57.1 µM), without a hit: top-dose activity change, negative = inhibition, most hits filed as inhibitors; 73,000 tested, 3.4% active; further: potency means the concentration at half of the fitted maximal effect; on the % scale 0 is the no-effect control and ±100 the full control effect; nearly all actives have a fitted effect of over 60% in size; many of its hits are not listed in these tables
# Target sequence (Q99714 whole entry, looked up, one chain of several): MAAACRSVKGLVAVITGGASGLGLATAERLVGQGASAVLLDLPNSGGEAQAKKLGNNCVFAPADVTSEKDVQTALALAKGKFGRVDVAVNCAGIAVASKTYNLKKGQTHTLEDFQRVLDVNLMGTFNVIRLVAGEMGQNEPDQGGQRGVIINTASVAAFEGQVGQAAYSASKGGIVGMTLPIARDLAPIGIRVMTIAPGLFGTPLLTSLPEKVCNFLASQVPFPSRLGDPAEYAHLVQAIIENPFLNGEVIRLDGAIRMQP
#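 Activity measured as NADH fluorescence gain (360/450 nm), taken as the change between first and last reads of a 4-min kinetic run. Conditions: pH 9.0 Tris buffer, 20 nM E. coli-expressed His-tagged enzyme, 1 mM NAD+, 90 uM beta-hydroxybutyryl-CoA; 15-min compound preincubation.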
# Rhodamine autofl: compound autofluorescence in rhodamine spectral region | Rhodamine-region fluorescence, 547/598 nm, Tris buffer; hits give high values | max dye-equivalent concentration, M | 59,000 tested, 0.05% active; in the data active means max dye-equivalent concentration above about 11 nM; inconclusive means between about 1.1 nM and that limit
#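 A six-point rhodamine series on each plate calibrates the signal. Compounds sit in 100 mM Tris (pH 8.0) for 15 min at ambient temperature before imaging through 547 nm/598 nm filters.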
# FLuc inh: blocks Photinus pyralis firefly luciferase activity. P08659. purified firefly luciferase, luminescence, 8 min. Potency, µM (top dose mostly 57.1 µM), for the others: at the highest dose activity change, negative = inhibition, hits mostly inhibitors. 72,000 tested, 2.2% active; further: potency means the concentration at half of the fitted maximal effect; on the % scale 0 is the no-effect control and ±100 the full control effect; nearly all actives have a fitted effect of over 40% in size
#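 Inhibition of light generation by firefly luciferase from ATP and luciferin was profiled with concentration-response curves per sample, ATP held at 10 uM within the enzyme's linear range. Plates were read by luminescence after an 8-minute ambient incubation.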
# Hsp90 Hop PPI: changes Hsp90-Hop TPR2A binding signal, up or down. AlphaScreen TPR2A-His6 binding biotin-Hsp90 C-terminal peptide. Potency, µM (doses to about 57 µM), for inactives: top-dose activity change, negative = inhibition. 71,000 tested, 0.44% active; active means well fitted curve in either direction with a large enough effect; inconclusive means small, poorly fitted or top-dose-only effect, or another doubt; further: potency means the concentration at half of the fitted maximal effect; on the % scale 0 is the no-effect control and ±100 the full control effect; many of its hits are not listed in these tables
# 15-hLO inh: inhibitors of human 15-lipoxygenase (ALOX15); P16050; purified 15hLO-1, xylenol orange hydroperoxide absorbance; Potency, µM (top dose mostly 57.1 µM), for inactives: at the top dose activity change, negative = inhibition, most hits filed as inhibitors; 74,000 tested, 1.4% active; further: potency means the concentration at half of the fitted maximal effect; on the % scale 0 is the no-effect control and ±100 the full control effect; nearly all actives have a fitted effect of over 55% in size
# Target sequence (P16050 whole entry, looked up): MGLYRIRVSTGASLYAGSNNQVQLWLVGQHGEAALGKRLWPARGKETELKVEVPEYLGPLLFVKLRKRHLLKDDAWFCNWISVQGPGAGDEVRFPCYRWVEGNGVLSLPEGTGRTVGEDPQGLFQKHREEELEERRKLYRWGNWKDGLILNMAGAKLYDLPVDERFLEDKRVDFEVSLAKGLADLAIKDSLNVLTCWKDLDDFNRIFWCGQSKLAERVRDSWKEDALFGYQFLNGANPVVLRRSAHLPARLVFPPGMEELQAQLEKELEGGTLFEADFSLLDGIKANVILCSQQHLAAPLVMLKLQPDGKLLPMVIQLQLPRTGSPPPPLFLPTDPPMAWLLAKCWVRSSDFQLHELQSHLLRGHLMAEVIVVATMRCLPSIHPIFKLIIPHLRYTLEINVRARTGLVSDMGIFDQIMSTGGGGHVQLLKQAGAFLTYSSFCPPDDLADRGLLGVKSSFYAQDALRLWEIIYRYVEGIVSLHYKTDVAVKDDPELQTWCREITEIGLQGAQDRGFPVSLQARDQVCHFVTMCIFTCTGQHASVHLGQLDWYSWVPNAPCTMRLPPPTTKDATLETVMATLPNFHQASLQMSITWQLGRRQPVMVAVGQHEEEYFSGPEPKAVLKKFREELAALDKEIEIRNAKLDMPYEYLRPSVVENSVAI
#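 Inhibition is scored from a chromogenic endpoint. After 15 min enzyme-compound contact, arachidonic acid (50 uM final) reacts 6 min with 40 nM 15hLO-1 at room temperature, then Fe-XO reagent is added for 30 min and absorbance ratio recorded.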
# CRE-bla Fsk: alters forskolin-stimulated CRE reporter signaling in CHO cells; AID 662; CHO CRE-bla reporter (cAMP response element driving beta-lactamase), forskolin EC10, beta-lactamase ratio; 71,000 tested, 2.5% active; Potency, µM (series often up to 38.2 µM), for the others: at the highest dose activity change, negative = inhibition, most hits filed as activators; active means well fitted activation curve with a large enough effect in the signal ratio, with a control signal flat, not every such curve was filed as active; inconclusive means small, poorly fitted or top-dose-only effect, or effect the other way, or a change in a side signal; the % refers to the signal ratio; further: potency means the concentration at half of the fitted maximal effect; % of control where 0% means no effect
#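 Beta-lactamase reporter under a cAMP responsive element in CHO cells; compounds tested in titration series against EC10 NKH 477, 3 h at 37 °C. Read-out: CCF4 FRET ratio 460nm/530nm (excitation 405nm) giving %Activity, fitted to AC50.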
# Tau filament bind: tau filament binding. recombinant tau filaments, thioflavin S fluorescence, 15 h; filaments grown with octadecylsulfate alongside compound. Potency, µM (titrated, usually from 57.1 µM), for the others: top-dose activity change, negative = inhibition. 71,000 tested, 2% active;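 further: potency means the concentration at half of the fitted maximal effect; on the % scale 0 is the no-effect control and ±100 the full control effect; actives lower thioflavin S fluorescence by blocking filaments or displacing dye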
#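 Recombinant tau protein (human, 1 uM final) plus 30 uM ODS in HEPES pH 7.4 with NaCl, DTT and thioflavine S. Compound present from the start; fluorescence at 510 nm after 15 h, 37 C.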
# ERK AVP block: blocks ERK signaling stimulated by vasopressin | HEK293-V1b, vasopressin-stimulated pERK AlphaScreen | Potency, µM (top dose mostly 57.5 µM), without a hit: at the highest dose activity, negative = inhibition, usual class: inhibitors | 72,000 tested, 0.99% active; further: potency means the concentration at half of the fitted maximal effect; on the % scale 0 is the no-effect control and ±100 the full control effect; nearly all actives have a fitted effect of over 55% in size
#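 V1b-HEK293 cells; cpd 30 min 37C; 25 nM vasopressin 5 min; lyse 10 min; AlphaScreen beads 5 hr RT. Normalized to DMSO basal and 25 nM vasopressin; AC50 by Hill fit.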
# Pol III holo inh: DNA polymerase III holoenzyme inhibition; reconstituted DNA polymerase III holoenzyme replication, biochemical; Potency, µM (series often up to 57.1 µM), for inactives: at the top dose activity change, negative = inhibition; 71,000 tested, 0.25% active; further: potency means the concentration at half of the fitted maximal effect; on the % scale 0 is the no-effect control and ±100 the full control effect
#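 Reconstituted *E. coli* holoenzyme (0.35 nM Pol III, 1 nM beta, 154 nM SSB, 2 nM primase) was preincubated with compound for 15 min at RT. Synthesis on 1.4 nM ssM13Gori ran 35 min, then was stopped with PicoGreen/EDTA and read as dsDNA fluorescence.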
# TexasRed autofl: compound fluoresces in the Texas Red spectral region | Compound fluorescence, Texas Red channel, 547/618 nm; hits give high values | max dye-equivalent concentration, M | 59,000 tested, 0.06% active | AID 587; in the data active means max dye-equivalent concentration above about 10 nM; inconclusive means between about 1.1 nM and that limit
#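 Texas Red-region profiling: compounds in 100 mM Tris pH 8.0 were read at 547/618 nm after 15 min at room temperature. Intensities were normalized against a six-point Texas Red standard series to give dye-equivalent concentration.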
# HBB splice mod: modulators of hemoglobin beta chain splicing; HBB splicing reporter cell assay, activation; EGFP reporter with mutant IVS2-654 intron; response scale: normalised to 500 nM splice-correcting PNA; Potency, µM (doses to about 46.1 µM), for the others: at the highest dose activation, usual class: activators; 65,000 tested, 0.06% active; AID 925; further: potency means the concentration at half of the fitted maximal effect; 0% is about no effect
#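 HeLa cells stably expressing EGFP interrupted by mutant beta-globin intron 2 (IVS2-654), 500/well in 2% FCS. Treated with compound for 2 days at 37C. Splicing correction scored as total well GFP intensity (488 nm excitation, 500-520 nm emission); 500 nM antisense PNA served as control.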
# * hit, by the source's call; i = inactive; u = inconclusive; x = no result given; [ ] = remark or other dose. Unless noted, the call rests on the fitted dose curve; in most records, active means well fitted curve in the direction sought with a large enough effect; inconclusive means small, poorly fitted or top-dose-only effect, or another doubt; inactive means no such curve, though single readings can be large; an effect the other way counts as inactive or inconclusive. These rows are one share of the data, so the mix of outcomes need not match the whole.
structure | HADH2 inhib | Rhodamine autofl | FLuc inh | Hsp90 Hop PPI | 15-hLO inh | CRE-bla Fsk | Tau filament bind | ERK AVP block | Pol III holo inh | TexasRed autofl | HBB splice mod
COc1cc2c(CCNC(C)=O)c[nH]c2cc1O | -26% | i | 0% | -7% | -21% | 6% | 4% | -4% | 4% | i | 2.7%
COc1ccccc1NC(=O)COC(=O)CNC(=O)c1ccc(OC)c(OC)c1 | 6% | i | -2% | -5% | 4% | u | 17% | -16% | -1% | u | 0.0%[57.5 µM]
CCN1CCCC1CNC(=O)Cn1cccc1C(=O)c1ccccc1C (stereo not given) | 4% | i | -1% | -4% | -7% | 7% | -5% | -2% | 0% | u | -2.5%
CCOC(=O)c1c(C)c(C(=O)Nc2ccc3c(c2)OCO3)c(C)n1C | -4% | i | -5% | -6% | -3% | 3% | -15% | -16% | -4% | i | -0.8%
COc1ccc(CC(=O)NCc2cccs2)cc1 | -7% | i | 0% | -1% | 7% | -8% | 10% | 18% | 3% | i | 0.2%[57.5 µM]
CN(C)S(=O)(=O)c1ccc(C(=O)Nc2nnc(Cc3ccccc3)s2)cc1 | -11% | i | 5% | -1% | -4% | -6% | 150% | -9% | -4% | i | -1.1%
CCc1nc(C)c(-c2ccccc2)c(=O)[nH]1 | -4% | i | -1% | -1% | 6% | -15% | -7% | 10% | -3% | i | -0.3%[57.5 µM]
O=C(COc1ccc(Cl)cc1)NCc1nnc(SCC(=O)N2CCCc3ccccc32)o1 | -11% | i | 2% | -1% | -9% | -1% | 116% | -10% | -2% | i | -0.3%
Cc1cccc(N2CCN(c3nnnn3-c3ccccc3)CC2C)c1 (stereo not given) | 2% | i | 3% | -5% | -4% | 13% | 1% | -14% | -3% | u | x
CS(=O)(=O)c1ccc(N2CCOCC2)c(S(C)(=O)=O)c1 | -4% | i | 0% | -1% | 5% | 1% | 3% | 2% | 1% | i | 2.0%
Cc1ccc(-c2nnn(CCC(=O)NC3CCCC3)n2)cc1 | 8% | i | 2% | 2% | -3% | 2% | 6% | 18% | -4% | i | x
Cc1cc(NC(=O)Cn2nc3c(cc2=O)CCCC3)ccc1Br | 1% | i | 5% | -4% | -11% | 5% | -14% | 9% | -5% | u | 0.4%
N#Cc1cccc(-c2cncnc2NCCc2cnc[nH]2)c1 | 5% | i | -2%[2.29 µM] | -8% | 15% | -13% | -9% | 11% | -4% | i | 1.6%
O=C(COC(=O)c1ccccc1F)c1ccc(-n2nncc2-c2ccco2)cc1 | 6% | i | -7% | 0% | -22% | u | -6% | 16% | -1% | i | -0.1%[57.5 µM]
O=c1oc2c3c(nn2c2ccccc12)CCCC3 | -6% | x | 0% | 1% | -16% | u | 1% | 3% | -1% | x | -1.9%
Oc1ccc(Cl)cc1C=Nc1cnc2ccccc2c1 | -8%[11.4 µM] | i | 0%[11.4 µM] | -5%[11 µM] | 1%[11.4 µM] | 17%[7.6 µM] | -3%[11.4 µM] | 2%[11.5 µM] | -6%[11.4 µM] | u | 2.9%[9.22 µM]
COc1ccc(Oc2ccc(S(=O)(=O)N3CCCCC3)cc2S(=O)(=O)N2CCCCC2)cc1 | 0% | x | 1% | 0% | -10% | 6% | 36% | 8% | 4% | x | 1.4%
CC(C)OCC(O)CSc1ccccn1 (stereo not given) | 1%[11.4 µM] | x | 0% | -4%[11 µM] | 7%[11.4 µM] | u | 46%[11.4 µM] | 8% | -3%[11.4 µM] | x | -1.9%[0.0738 µM]
COc1cccc(-n2nnnc2SCC(=O)N2CCCc3ccccc32)c1 | -12% | i | -2% | 7% | u | 2% | -4% | 3% | 0% | i | x
Cn1c(=O)oc2cc(S(=O)(=O)NCCN3CCCCCC3)ccc21 | -5% | i | 3% | 0% | 7% | u | 0% | 18% | -6% | i | -2.9%
Cc1nc2ccccc2nc1OCC(=O)Nc1cc(C(F)(F)F)ccc1N1CCOCC1 | 10% | i | 1% | -2% | -5% | u | 0% | -10% | 4% | i | 0.8%
Cc1ccc(CN(CC2CCCO2)C(=O)CN2C(=O)C(C(C)C)Oc3ccccc32)o1 (stereo not given) | 2% | i | -10% | -3% | 5% | -4% | -12% | 16% | -8% | u | -0.4%[57.5 µM]
COC(=O)c1c(NC(=O)c2ccco2)sc2c1C(C(=O)OC)CC2 (stereo not given) | 12% | x | 2% | 6% | 0% | u | 2% | 0% | 5% | x | -1.8%
O=C(Cn1c(=O)sc2ccccc21)Nc1ccc(S(=O)(=O)N2CCCCC2)cc1 | 25% | i | 6% | -1% | -25% | -18% | 8% | 9% | 4% | i | -0.6%[57.5 µM]
O=C(Nc1ccc2oc(-c3ccccc3Cl)nc2c1)c1cncc(Br)c1 | -10% | i | -6% | -7% | -10% | 0.5µM* | -20% | -23% | -3% | i | -0.5%
CCOC(=O)N1CCN(S(=O)(=O)c2cc(Cl)c(OC)cc2Cl)CC1 | -1% | i | 3% | -3% | 7% | -3% | 8% | 14% | 3% | i | -1.0%
O=C(Nc1nnc(C2CCCCC2)s1)c1ccc(Br)s1 | 15% | i | -1% | -4% | -4% | u | 34% | -5% | 0% | i | 3.1%
COc1cc(N2C(=O)NC3CC2(C)Oc2ccccc23)cc(OC)c1OC (stereo not given) | 13% | i | 3% | -4% | -9% | -19% | 3% | -2% | -8% | i | 4.1%
O=C(O)Cn1nc(-c2ccccc2)c2ccccc21 | u | x | 4% | -4% | -7% | -6% | -15% | x | -5% | x | 0.2%
Cc1ccc(CNC(=O)CCS(=O)(=O)c2ccc(Br)s2)o1 | -13% | i | -2% | -3% | -3% | u | 18% | 0% | -6% | i | -0.3%
Cc1ccc(Nc2nc(C)cc(C)n2)c(Br)c1 | 5% | i | -19% | 4% | -20% | 1% | 0% | -16% | -3% | i | x
COc1ccccc1CNc1nc(-c2c(C)noc2C)nc2ccccc12 | -25% | i | 0%[2.29 µM] | 7% | -29% | u | 91% | -1% | 13% | i | -0.3%
CCN1CCN(C(=O)C2=C(C(=O)O)CCCC2)CC1 | 23% | i | 1% | 4% | -14% | -11% | -18% | 2% | 2% | i | -6.8%
CCNc1ncc2ncc(=O)n(C[C@H]3CCCO3)c2n1 | 25µM* | i | -1%[11.4 µM] | -2% | 2% | -21% | 4% | -17% | -12% | i | -1.2%
CCCC(=O)NCCCc1nc2ccccc2n1C | 7% | x | 1% | 1% | 10% | -4% | -12% | x | -3% | x | -1.6%
N#Cc1c(N)nc2c(c1-c1ccco1)CCCCC2 | -16% | i | -1% | -2% | -4% | u | 29% | -14% | -1% | u | 0.0%
COc1ccc(C2=CC(c3ccc(F)cc3)n3nnnc3N2)cc1 (stereo not given) | u | x | -4% | 0%[11 µM] | u | u | 121%[11.4 µM] | -29% | -5%[11.4 µM] | x | -2.4%[0.0738 µM]
CCN1CCN(c2cc3c(cc2F)c(=O)c(C(=O)O)cn3C2CC2)CC1 | x | i | 1%[25.5 µM] | x | -1% | x | x | -5% | x | i | x
Cc1cc(NC(=O)CSc2nnc(-c3ccco3)o2)no1 | 6% | i | 3% | u | 24% | -3% | 4% | -14% | -4% | i | -1.2%
CCOC(=O)c1ccc(NC(=O)CN2CCN(c3ccccc3)CC2)cc1 | 6% | i | -1% | -2% | -3% | -16% | 33% | -2% | 1% | i | -1.4%
CCOC(=O)N1CCN(CC(=O)c2ccc3c(c2)CCN3C(C)=O)CC1 | -15% | x | 2% | -2% | -9% | -15% | -21% | x | -2% | x | -0.3%
CCC1Oc2ccccc2N(CC(=O)NCCCN2CCN(Cc3ccccc3)CC2)C1=O (stereo not given) | 13% | i | 2% | -5% | 4% | u | -16% | -12% | -8% | i | -0.2%[57.5 µM]
CCC(c1c(C)[nH]oc1=O)c1c(C)[nH]oc1=O | -17% | i | 1% | -3% | -24% | -16% | 3% | -20% | -2% | i | 0.4%[0.369 µM]
COc1ccc(OC)c(S(=O)(=O)Nc2ccccc2F)c1 | 1% | i | 1% | 3% | -1% | -5% | 6% | -18% | -4% | i | -0.8%
CCOc1cc(C(=O)Nc2cc(=O)n(C)c(=O)n2C)cc(OCC)c1OCC | 7%[11.4 µM] | x | 2% | -6%[11 µM] | -1%[11.4 µM] | u | -8%[11.4 µM] | 4% | -6%[11.4 µM] | x | -3.6%[0.0738 µM]
Cc1c(NS(=O)(=O)c2ccc3[nH]c(=O)[nH]c3c2)c(=O)n(-c2ccccc2)n1C | -1% | i | 4% | -5% | -2% | -2% | -1% | -2% | 1% | i | 4.3%
